# NPY Y1 blocker: blocks the human neuropeptide Y Y1 receptor; P25929; 200,000 tested, 1% active; inhibition, % at 3.6 µM; HEK293-CNG Y1 cells, membrane potential fluorescence; NPY at EC95, then isoproterenol;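 active means inhibition above the campaign mean inhibition of all tested compounds plus 3 SD, cut at about 20% in these data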;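 further: 0% = DMSO wells given NPY plus isoproterenol and 100% = isoproterenol alone without NPY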
# Target sequence (P25929 whole entry, looked up): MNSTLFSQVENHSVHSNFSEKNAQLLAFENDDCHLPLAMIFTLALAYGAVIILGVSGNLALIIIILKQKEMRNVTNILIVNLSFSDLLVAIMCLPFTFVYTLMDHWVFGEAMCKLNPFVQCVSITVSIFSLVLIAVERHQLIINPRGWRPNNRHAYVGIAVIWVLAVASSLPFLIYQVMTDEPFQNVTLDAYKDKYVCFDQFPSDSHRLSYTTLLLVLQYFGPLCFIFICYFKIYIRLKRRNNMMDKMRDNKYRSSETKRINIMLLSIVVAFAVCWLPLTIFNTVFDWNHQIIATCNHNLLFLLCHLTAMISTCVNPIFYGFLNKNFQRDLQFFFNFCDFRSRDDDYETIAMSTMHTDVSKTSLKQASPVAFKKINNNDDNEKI
#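 Test system – HEK293 Y1/CNG channel cell line · Also added – NPY agonist 25 nM, then isoproterenol 1 µM plus Ro 20-1724 25 µM · Compound dosing – one concentration, 3.6 µM, in 0.4% DMSO · Schedule – compound incubation 1 h at room temperature, readout 45 min post-stimulation · Technique – fluorescence, membrane potential probe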
# Runt-CBFb FRET: Runt domain-CBFb interaction inhibition; Q01196+Q13951; 220,000 tested, 0.46% active; Cerulean-Runt/Venus-CBFb FRET ratio 530/480, 1 h; inhibition, % at 20 µM;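 active means inhibition over about 50% at 20 µM in the single-dose screen, limit read from the data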;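 further: 0% = DMSO wells and 100% = excess unlabeled CBFb competitor control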
# Target sequence (Q01196 whole entry, looked up, the tested form may be a part): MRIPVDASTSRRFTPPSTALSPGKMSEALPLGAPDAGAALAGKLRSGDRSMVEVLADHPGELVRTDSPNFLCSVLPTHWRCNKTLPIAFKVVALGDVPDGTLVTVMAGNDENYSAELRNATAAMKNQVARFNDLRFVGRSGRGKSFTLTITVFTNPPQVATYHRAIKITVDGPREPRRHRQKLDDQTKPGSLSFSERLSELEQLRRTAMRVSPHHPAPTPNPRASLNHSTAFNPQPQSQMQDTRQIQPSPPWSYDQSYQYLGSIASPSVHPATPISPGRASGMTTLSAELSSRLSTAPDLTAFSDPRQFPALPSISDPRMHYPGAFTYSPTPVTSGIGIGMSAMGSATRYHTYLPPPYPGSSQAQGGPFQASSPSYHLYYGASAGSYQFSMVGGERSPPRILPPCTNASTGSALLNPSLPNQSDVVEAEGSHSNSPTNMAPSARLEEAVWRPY
# Target sequence (Q13951 whole entry, looked up, the tested form may be a part): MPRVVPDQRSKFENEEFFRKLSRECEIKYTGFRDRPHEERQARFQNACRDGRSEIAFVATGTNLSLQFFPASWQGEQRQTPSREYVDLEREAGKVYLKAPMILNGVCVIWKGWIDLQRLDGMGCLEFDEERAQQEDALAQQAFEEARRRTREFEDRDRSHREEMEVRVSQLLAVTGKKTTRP
#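 Assay system: Cerulean-Runt domain / Medium: Tris 50 mM pH 7.5, KCl, K2SO4, 0.01% BSA / Timing: protein complex preformed 1 h, compound exposure 1 h, room temperature, dark / Measured by: FRET, excitation 422 nm, emission at 530 and 480 nm / Evaluation: loss of energy transfer signal / Control set: 5 µM unlabeled CBFb as full-inhibition high control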
# Hck Nef HTS: blocks Nef-activated human Hck kinase. P08631. Recombinant Hck-YEEI plus Nef, Z-Lyte FRET kinase assay. inhibition, % at 20 µM. 220,000 tested, 0.68% active. AID 463187;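 active means Hck-Nef kinase inhibition above about 50%, limit read from the data; inactive means inhibition below that limit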;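 further: 0% = DMSO with Hck plus Nef and 100% = Hck alone without Nef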
# RBBP9 inh: blocks human serine hydrolase RBBP9; O75884; 220,000 tested, 0.2% active; inhibition, % at 7.94 µM; AID 1515; recombinant RBBP9, FP-Rh probe fluorescence polarization;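 active means inhibition above the campaign mean of all tested compounds plus 3 SD, cut at about 14% in these data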;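 further: plate controls were DMSO wells with RBBP9 for no effect and wells lacking RBBP9 protein for full effect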
#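 Assay system: recombinant human RBBP9; Reagent: Serine-hydrolase probe FP-Rh, 375 nM pre-mixing; Doses: 7.94 µM single dose, 0.794% DMSO; Incubation: 30 min then 45 min, 25 °C; Detection: fluorescence polarization (mP), excitation 525 nm, emission 598 nm; Evaluation: percent inhibition from mP, scaled between DMSO and no-protein wells.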
# p97 inhibitor: blocks human p97 ATPase activity; P55072; recombinant p97 ATPase, Kinase-Glo ATP luminescence, 3 h; inhibition, % at 8 µM; 220,000 tested, 0.42% active; in the data active means inhibition above about 15%;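 further: 0% = DMSO vehicle and 100% = wells lacking enzyme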
# MDM2 E3 inh: blocks human Mdm2 ubiquitin ligase activity; Q00987; cell-based MDM2 ubiquitination luciferase reporter, 2 h; 0 = plate control, 100 = twice control, blank-subtracted; signal enhancement, % at 5 µM; 210,000 tested, 0.11% active; AID 1230;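 active means signal enhancement of 30% or more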;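 further: luminescence tracks abundance of the self-degrading MDM2-luciferase fusion protein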
#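 Test system: stable mammalian line carrying autodegrading MDM2–luciferase fusion reporter; quantity: 2000 cells in each well; times: 4 h cell settling then 2 h compound exposure, 37 °C; detection: luminescence with SteadyLite reagent, 15 min at room temperature; evaluation: percent signal gain over controls, blank-subtracted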
# Runt-SMMHC FRET: inhibitors of human RUNX1 Runt domain binding to CBFb-SMMHC. Cerulean-Runt/Venus-CBFb-SMMHC FRET ratio 530/480, 1 h. inhibition, % at 20 µM. 220,000 tested, 0.74% active. AID 1434;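 active means mean inhibition across duplicate retests at 20 µM reaching about 50%, limit read from the data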;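 further: 0% = DMSO wells and 100% = wells with excess untagged CBFb-SMMHC; inhibitors lower the FRET ratio by blocking Runt binding to CBFb-SMMHC; some results filed as inactive read as strong as hits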
# NPY1 pot ag: human NPY-Y1 potentiation or agonism, primary screen; 220,000 tested, 0.37% active; NPY-Y1 expressing cells, potentiator/agonist activation; activation, % at 3.6 µM; in the data active means activation above about 33%, passing the limit was not always enough;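 further: cells stimulated with NPY at EC10 then isoproterenol at EC100; 0% = low agonist plus stimulus and 100% = saturating agonist plus stimulus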
# NPY-Y2 PAM-ag: potentiates or activates human NPY-Y2 receptor. cells expressing NPY-Y2, potentiator/agonist read-out. P49146. 220,000 tested, 0.45% active. activation, % at 3.6 µM; in the data active means activation above about 27%;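 further: cells stimulated with NPY near EC25 plus isoproterenol at EC100; 0% = vehicle plus submaximal agonist and 100% = vehicle plus saturating agonist; some results beyond the cut were filed as inactive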
# An asterisk follows results filed as active; nt = not tested or not shown.
SMILES,NPY Y1 blocker,Runt-CBFb FRET,Hck Nef HTS,RBBP9 inh,p97 inhibitor,MDM2 E3 inh,Runt-SMMHC FRET,NPY1 pot ag,NPY-Y2 PAM-ag
O=C(Nc1cccc2ccccc12)NC1CCS(=O)(=O)C1 (stereo unspecified),0,0,14,1,4,-5,0,29,-4
COC(=O)NNC(=O)c1ccccc1OC,-2,-1,-18,-5,-1,-9,-10,6,3
CCOc1ccc(S(=O)(=O)Nc2cc(OC)c(OC)cc2C(=O)O)cc1,6,-1,-3,6,-6,-22,0,-2,-17
Cn1c(CSCc2ccc(Cl)cc2)nnc1SCC(=O)Nc1nc2ccccc2s1,1,-6,-5,-3,4,0,-12,6,-1
CSc1ccccc1C(=O)Nc1cc(C)cc(C)c1,-1,-1,-1,-1,-3,-5,-2,-9,-12
Cc1ccc(C)c(S(=O)(=O)Nc2nc3ccc(S(N)(=O)=O)cc3s2)c1,5,11,3,10,7,-4,-1,-1,-12
CCOC(=O)CC(NC(=O)c1ccc(C)cc1)c1ccc(C)cc1 (stereo unspecified),7,-4,-1,-9,-7,-6,-4,18,0
COc1ccc(C(CNC(=O)C2CC(=O)N(Cc3ccc(C)cc3)C2)N(C)C)cc1 (stereo unspecified),-2,-1,1,-3,2,-9,0,16,6
CCN(CC)S(=O)(=O)c1ccc(N2CCOCC2)c(NC(=O)C23CC4CC(CC(Cl)(C4)C2)C3)c1,2,-5,-5,-3,-2,-20,-2,-17,-8
Cc1cc(C)n2nc(C(=O)Nc3ccc(S(=O)(=O)N4CCCC4)cc3)nc2n1,nt,1,25,-4,3,nt,2,7,-2
CC(NC(=O)CSc1nnc(-c2cccc(S(=O)(=O)N3CCCCC3)c2)o1)C12CC3CC(CC(C3)C1)C2 (stereo unspecified),1,-2,1,-1,2,-20,1,-2,-1
O=C(Cc1ccccc1F)c1ccc(O)cc1O,4,0,0,-4,1,-4,-1,4,1
CCCCOC(=O)Nc1ccc(S(=O)(=O)Nc2nccs2)cc1,nt,0,5,0,4,-6,0,15,10
COC(=O)C1=C(C)NC(=O)NC1c1cccc(OC)c1OCc1ccccc1 (stereo unspecified),2,0,10,4,-2,-14,4,-14,-4
c1ccc(Cn2nnc(-c3ccccc3)n2)cc1,-3,-2,-1,-10,-2,7,-2,-8,2
CC1Cc2ccccc2N1C(=O)COc1nc2ccccc2nc1N1CCOCC1 (stereo unspecified),4,-1,2,-6,5,7,-4,0,1
CC(C)(C)NCc1ccc(OCc2cccs2)cc1,5,1,-46,-13,-5,-4,3,-16,-1
Oc1ccccc1C=NCCN=Cc1ccccc1O,nt,1,13,-7,0,6,-4,2,-11
Cc1ccc(C2(C(F)(F)F)NC(=O)N3CCCN=C3S2)cc1 (stereo unspecified),-5,-2,-2,2,-1,-25,2,-4,-1
COc1cccc(O)c1CN1CCCC(C(=O)c2cccc(C(F)(F)F)c2)C1 (stereo unspecified),20,1,10,-6,-6,-4,0,-26,-26
O=C(O)c1cccc(-n2c(-c3cnccn3)n[nH]c2=S)c1,2,16,15,-7,5,0,-1,7,12
Cc1cccc(NC(=S)N2CCC(N(C)CC3CCCO3)CC2)c1C (stereo unspecified),3,3,-1,-5,3,-8,2,-13,-10
O=c1cc(CSc2nnc(C3CC3)n2Cc2ccccc2)nc2sccn12,2,0,0,-2,6,1,-7,-17,-3
O=C(Nn1c(-c2ccccc2)nc2ccccc2c1=O)c1ccc([N+](=O)[O-])cc1,2,1,7,7,-1,-25,1,7,-4
COc1ccc(/C(C)=C2/SC(=S)N(CCC(=O)O)C2=O)cc1,7,-1,-21,-13,0,-15,-4,-37,-10

# The last 4 records of the section before are carried over, then new ones follow.
SMILES,NPY Y1 blocker,Runt-CBFb FRET,Hck Nef HTS,RBBP9 inh,p97 inhibitor,MDM2 E3 inh,Runt-SMMHC FRET,NPY1 pot ag,NPY-Y2 PAM-ag
Cc1cccc(NC(=S)N2CCC(N(C)CC3CCCO3)CC2)c1C (stereo unspecified),3,3,-1,-5,3,-8,2,-13,-10
O=c1cc(CSc2nnc(C3CC3)n2Cc2ccccc2)nc2sccn12,2,0,0,-2,6,1,-7,-17,-3
O=C(Nn1c(-c2ccccc2)nc2ccccc2c1=O)c1ccc([N+](=O)[O-])cc1,2,1,7,7,-1,-25,1,7,-4
COc1ccc(/C(C)=C2/SC(=S)N(CCC(=O)O)C2=O)cc1,7,-1,-21,-13,0,-15,-4,-37,-10
CCOc1ccccc1C(=O)Nc1nn[nH]n1,-4,2,-13,-10,2,-1,1,-4,-4
CCC1CCC(C(=O)NNC(=O)c2cc(-c3ccco3)[nH]n2)CC1 (stereo unspecified),4,18,7,-5,7,-7,-2,-16,8
O=C(NCc1ccc2c(c1)OCO2)c1ccc(CSCc2ccccc2Cl)o1,4,-2,1,2,8,-3,2,-45,-8
Cn1c(N/N=C2\CCCc3ccccc32)nc2c1c(=O)n(Cc1ccccc1)c(=O)n2C,2,-8,11,-3,5,-9,3,15,7
COC(=O)[C@@H](NC(=O)Nc1ccc2c(c1)OCCO2)C(C)C,-3,-1,1,-6,-2,-7,0,1,-6
COc1ccccc1N1CCN(/N=C\c2sccc2C)CC1,2,nt,-26,-2,-6,8,-3,-22,3
O=C(O)CCCc1nc(-c2ccc(Cl)cc2)no1,5,2,-1,-9,-7,-2,0,-16,-11
CC(=O)Oc1ccccc1N(C(C)=O)S(=O)(=O)c1ccc2ccccc2c1,0,2,15,-5,4,-3,2,0,3
O=C(NCCc1ccccc1)c1ccc(CS(=O)(=O)Cc2ccccc2F)o1,1,-2,0,-3,-8,-8,-4,-21,-5
Cc1ccc(C(c2sc3nc(C)nn3c2O)N2CCN(c3ccc(F)cc3)CC2)cc1 (stereo unspecified),-5,-4,0,-4,-5,-12,2,8,-6
O=S(=O)(NCc1cc(-c2ccc(Cl)cc2)no1)c1ccccc1,0,0,0,-6,4,-15,0,4,-6
Cc1nc(NCc2ccccc2)[nH]c(=O)c1CCC(C)C,-4,0,5,-11,-3,-20,2,-1,-6
COc1ccc2c(c1)c1ncn(Cc3ccc(F)cc3)c(=O)c1n2C,nt,-3,15,-10,1,-8,-7,19,-7
Cc1ccc(-c2csc(Nc3ccc(C(=O)O)cc3)[n+]2Cc2ccccc2)cc1,-4,-6,85*,-3,1,-2,-16,8,12
O=C(NCC(=O)N1CCCCC1)c1ccc(Cl)cc1Cl,-2,0,3,-2,3,-8,0,20,9
COC(=O)C1C(=O)NCC1c1ccc(OC)cc1 (stereo unspecified),0,1,0,-8,-1,-10,-1,9,3
CCNC(=S)N/N=C(\C)c1ccc2ccccc2c1,5,-2,-9,3,3,2,2,-27,-25
CC(=O)c1ccc2c(c1)OCCOCCOCCOCCO2,nt,0,16,-3,1,-11,0,9,8
c1cnc2ccc(C(c3nnnn3C3CCCC3)N3CCN4CCCC4C3)cc2c1 (stereo unspecified),8,0,0,-1,1,-14,2,16,3
N#CCSc1nc(-c2ccccc2)cs1,0,1,1,1,4,3,-5,-17,8
O=C(CSc1nnnn1C1CCCCC1)N1CCc2ccccc21,6,0,1,0,-3,-5,3,-9,-4
COC(=O)C(C)(C(=O)OC)c1ccccc1[N+](=O)[O-],-3,-1,-19,-4,0,-9,1,4,6
O=C(NCC(c1cccnc1)N1CCN(c2ccc(F)cc2)CC1)c1cccc(Cl)c1 (stereo unspecified),0,-5,0,1,-2,-7,-3,20,11
O=C(Nc1ccc(Cl)cc1)N1CCC(CO)(Cc2ccccc2)CC1,-3,-2,22,-11,5,-3,-4,20,-1
C/C(=N/NC(=O)CNC(=O)c1cccnc1)c1ccco1,nt,0,-7,1,-5,-20,-1,-22,-16
# (cont.)
SMILES,NPY Y1 blocker,Runt-CBFb FRET,Hck Nef HTS,RBBP9 inh,p97 inhibitor,MDM2 E3 inh,Runt-SMMHC FRET,NPY1 pot ag,NPY-Y2 PAM-ag
CC1CN(c2ccccc2)NC1=O (stereo unspecified),0,0,18,2,1,-12,-2,-4,0
O=C(/C=C/c1ccc2c(c1)OCO2)Nc1ccc(Cl)cn1,5,-4,11,-10,-4,-17,1,-4,-13
CCOC(=O)C1CCN(C2=C(NS(=O)(=O)c3ccc(Cl)cc3)C(=O)c3ccccc3C2=O)CC1,nt,0,-21,1,1,-5,-6,55*,35
C=CCN=C1SCC(=O)N1S(=O)(=O)c1ccccc1,-3,-2,1,-3,0,-11,-1,6,20
CCOC(=O)c1ccc(NC(=O)C2=C(C)Nc3nc(CCCO)nn3C2c2cccc(C)c2)cc1 (stereo unspecified),-1,0,0,-7,-7,-19,1,5,-8
Cc1c(NS(=O)(=O)N2CCCCC2)c(=O)n(-c2ccccc2)n1C,6,0,-17,-9,-4,-10,4,5,-4
NC(=O)C1CCN(C(=S)c2ccc(-c3ccc(Br)cc3)o2)CC1,2,43,19,-10,3,4,30,-4,5
O=C(CN1CCCCCCC1)Nc1cccc(Cl)c1Cl,3,-6,25,-5,-1,-2,-2,-5,7
CC1(C)CC(=O)C(C(C2=C(O)CC(C)(C)CC2=O)c2ccc([N+](=O)[O-])cc2)C(=O)C1 (stereo unspecified),2,17,0,-6,5,-8,2,-16,-10
COc1ccc(N=C2SCC(c3ccccc3)=NN2C)cc1,nt,2,13,-2,12,-13,0,6,7
O=C1NC(c2ccccc2Cl)Nc2ccccc21 (stereo unspecified),5,-2,2,-3,4,13,5,-8,-11
Cn1ncc(Cl)c1C(=O)NCc1ccco1,-3,2,3,-2,-1,-35,1,9,-25
CCN(CC)C(=O)C(=O)Nc1ccc(Oc2ccccc2)cc1,1,3,-11,1,1,-9,2,14,2
COc1ccc(CNC(=O)C(c2ccco2)N(C(=O)CNS(=O)(=O)c2ccccc2)c2ccccc2C)cc1 (stereo unspecified),-1,-3,-23,-10,-3,-7,-2,-2,10
Cc1ccccc1-n1sc2cc(F)ccc2c1=O,1,36,-104,63*,3,-18,46,23,-5
O=C(CCc1nnc(Cc2ccc(-c3ccccc3)cc2)o1)NCC1CC1,-3,-3,14,-3,-3,-4,-1,8,-1
Cc1c(C(c2ccc(N(C)C)cc2)c2c(C)n(C)n(-c3ccccc3)c2=O)c(=O)n(-c2ccccc2)n1C,-4,9,-20,-9,-5,-7,9,1,-1
O=[N+]([O-])C(=C1NCCN1)C(Cl)=C(Cl)Cl,-7,-1,15,-4,5,-13,0,17,1
NNC(=O)/C(=N/Nc1ccccc1)S(=O)(=O)c1ccc(Cl)cc1,-8,-3,-11,7,2,-9,2,-6,7

# Source: PubChem (several laboratories)
